# TCR CD3 inh – blocks the human TCR-CD3 interaction; TAMRA-labeled TCR probe fluorescence, biochemical; AID 651800; inhibition, % at 9.4 µM; 360,000 compounds, 0.37% hits; in the data active means inhibition above about 19%;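 further: recombinant mutant TCR 2C K166C tagged with TAMRA read by polarization; 0% = receptor in buffer alone and 100% = receptor with positive control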
# ABHD4 inh – inhibits mouse alpha/beta hydrolase domain 4 | Q8VD66 | purified mABHD4, FP-Rh probe fluorescence polarization | inhibition, % at 8.92 µM | 370,000 compounds, 0.54% hits;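 active means inhibition exceeding the mean over every tested compound plus 3 SD, cut at about 30% in these data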;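 further: 0% = plate median of compound wells and 100% = S159A mutant with DMSO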
# Target sequence (Q8VD66 whole entry, looked up, the tested form may be a part): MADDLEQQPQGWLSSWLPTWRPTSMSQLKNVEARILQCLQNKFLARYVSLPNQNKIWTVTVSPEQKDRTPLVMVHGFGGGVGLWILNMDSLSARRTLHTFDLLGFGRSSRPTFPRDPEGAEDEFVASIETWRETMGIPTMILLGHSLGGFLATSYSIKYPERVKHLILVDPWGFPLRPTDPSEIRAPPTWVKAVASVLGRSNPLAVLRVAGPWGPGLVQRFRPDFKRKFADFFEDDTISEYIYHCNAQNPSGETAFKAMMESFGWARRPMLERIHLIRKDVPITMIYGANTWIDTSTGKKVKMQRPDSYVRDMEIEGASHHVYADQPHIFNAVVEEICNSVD
#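 Test system: mABHD4 protein; Read-out basis: % inhibition; Incubation: 45 min + 60 min at 25 °C; Repeats: single replicate; Technique: fluorescence polarization with parallel and perpendicular emission, 525/598 nm; Compound: 8.92 µM, single dose; Benchmarks: full inhibition S159A mutant plus DMSO, zero as sample-well median.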
# SIAE inh – inhibitors of human sialic acid acetylesterase SIAE | Q9HAT2 | SIAE FP-Rh probe binding, fluorescence polarization | 370,000 compounds, 0.69% hits | inhibition, % at 9.66 µM;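 active means inhibition above a cutoff: mean of compounds within the control limits plus 3 SD of those, cut at about 17% in these data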;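 further: 0% = plate median of compound wells and 100% = probe without SIAE protein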
# PRMT1 FP inh – PRMT1 (human) inhibition, primary screen. recombinant PRMT1, activity-based probe fluorescence polarization. inhibition, % at 2.79 µM. 370,000 compounds, 1.3% hits. AID 652257;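 active means inhibition above about 21% made by adding two undisclosed values, limit read from the data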
# GC-A act – GC-A (human) enzyme activation. HEK293 GC-A cells, cGMP TR-FRET, EC30 ANP; 0% at EC30 ANP, 100% saturating ANP. P16066. 370,000 compounds, 0.14% hits. activation, % at 10 µM; in the data active means activation above about 40%
# GC-B act – GC-B (human) receptor activation | P20594 | HEK293-GC-B cells, CNP EC30, cGMP TR-FRET; 0% at EC30 CNP, 100% saturating CNP | activation, % at 10 µM | 370,000 compounds, 0.11% hits;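 active means activation at 10 µM reaching about 35% in either raw or pattern-adjusted values, limit read from the data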
# rCAG binder – r(CAG) repeat RNA binding; TO-PRO-1 dye displacement fluorescence; inhibition, % at 3 µM; 370,000 compounds, 1.3% hits;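 active means inhibition above the plate cutoff, the mean of all test compounds on that plate plus 3 SD, cut at about 35% in these data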;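 further: 0% = DMSO alone and 100% = 100 µM mitoxantrone as full dye displacement; higher means more dye released from RNA so lower well fluorescence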
# UHRF1 binding – blocks human UHRF1 binding to methylated DNA | inhibition, % at 4.4 µM | UHRF1 binding to methylated oligo, TR-FRET | 370,000 compounds, 0.75% hits | AID 687016 | Q96T88; in the data active means inhibition above about 21%;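 further: UHRF1 SRA domain binding a hemimethylated CpG hairpin DNA probe; 0% = median of test compound wells and 100% = reference inhibitor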
# Target sequence (Q96T88 whole entry, looked up, the tested form may be a part): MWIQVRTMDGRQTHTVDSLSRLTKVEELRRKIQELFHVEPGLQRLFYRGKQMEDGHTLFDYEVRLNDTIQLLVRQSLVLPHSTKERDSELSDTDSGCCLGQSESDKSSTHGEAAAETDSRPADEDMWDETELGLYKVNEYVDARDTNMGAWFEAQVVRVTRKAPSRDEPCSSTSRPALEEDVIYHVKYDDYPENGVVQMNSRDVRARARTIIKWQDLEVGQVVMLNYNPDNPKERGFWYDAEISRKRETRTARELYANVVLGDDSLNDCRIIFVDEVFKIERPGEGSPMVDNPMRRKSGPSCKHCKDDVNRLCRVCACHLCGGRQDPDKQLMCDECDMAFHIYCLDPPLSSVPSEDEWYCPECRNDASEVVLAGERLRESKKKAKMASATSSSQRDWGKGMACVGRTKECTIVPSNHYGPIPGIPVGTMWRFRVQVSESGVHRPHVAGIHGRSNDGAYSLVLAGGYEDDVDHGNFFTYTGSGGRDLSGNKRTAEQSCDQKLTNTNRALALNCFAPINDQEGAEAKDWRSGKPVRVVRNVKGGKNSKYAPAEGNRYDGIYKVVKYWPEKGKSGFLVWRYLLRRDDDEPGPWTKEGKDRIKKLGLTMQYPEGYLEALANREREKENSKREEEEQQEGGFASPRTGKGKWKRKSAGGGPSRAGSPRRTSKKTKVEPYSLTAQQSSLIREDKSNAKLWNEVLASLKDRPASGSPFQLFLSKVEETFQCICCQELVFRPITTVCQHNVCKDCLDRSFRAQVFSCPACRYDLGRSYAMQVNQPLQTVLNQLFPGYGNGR
# HTRA1 inh – blocks human HTRA1 serine peptidase; Q92743; recombinant HTRA1, FP-rhodamine activity-based probe, fluorescence polarization; inhibition, % at 5.96 µM; 340,000 compounds, 0.5% hits; in the data active means inhibition above about 36%;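 further: 0% = enzyme with DMSO and 100% = wells lacking enzyme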
# MBD2 DNA inh – inhibitors of human MBD2 binding to methylated oligonucleotide; Q9UBB5; TR-FRET; inhibition, % at 4.4 µM; 370,000 compounds, 0.31% hits; AID 686964; in the data active means inhibition above about 13%
# * = called active by the depositor; nt = no result given.
SMILES,TCR CD3 inh,ABHD4 inh,SIAE inh,PRMT1 FP inh,GC-A act,GC-B act,rCAG binder,UHRF1 binding,HTRA1 inh,MBD2 DNA inh
CCCCn1cnc2c(oc3nc4c(cc32)CCCC4)c1=O,-5,4,1,3,8,2,-5,2,6,-2
O=C(Nc1nnc(S(=O)(=O)N2CCCC2)s1)c1ccccc1Br,4,-2,-2,3,0,6,9,-2,8,4
COC(=O)c1cc2c(c3c4ccccc4n(S(C)(=O)=O)c13)C(=O)N(Cc1ccccc1)C2,-2,20,5,2,1,2,14,-2,nt,-3
COC(=O)CSc1nnc(Cc2cc(=O)[nH]c(=O)[nH]2)n1-c1cccc(OC)c1,5,0,0,3,1,5,-1,-1,2,-3
Clc1cc2c(cc1/C=N/Nc1nc(N3CCOCC3)nc(N3CCOCC3)n1)OCO2,1,2,1,1,-3,2,-7,-1,-3,0
Cn1ccsc1=NC(=O)c1ccccc1F,8,-1,-1,-3,1,-4,0,1,3,-2
COc1ccc(CN(CC2CCC(C(=O)O)CC2)C(=S)Nc2cc(Cl)ccc2OC)cc1 (centres undefined),3,-2,6,-2,-19,-5,10,-2,-5,-2
CCc1ccc(NC(=O)CO/N=C(\C)c2cc3ccccc3o2)cc1,10,-35,-19,-2,2,1,10,0,-52,5
O=C(Nc1cc2c(cc1Cl)OCCCO2)c1ccccc1,1,2,-5,-4,6,-2,0,0,0,-5
CCOC(=O)c1ccc(NC(=S)NNC(C)(C)C)cc1,1,6,3,0,2,-3,-3,1,nt,3
CCOC(=O)CSc1ccc(C(=O)N2CCN(C)CC2)cc1[N+](=O)[O-],11,6,-1,6,0,3,-1,0,-3,-5
CC1Cc2ccccc2N1C(=O)c1cnc2n(c1=O)CCS2 (centres undefined),-2,5,1,2,2,3,1,1,-1,-4
Cc1cc(NCC(=O)Nc2ccc(C)c(S(=O)(=O)N3CCOCC3)c2)ccc1Br,2,-5,4,3,3,2,7,-1,-17,-3
CCn1c(O)c(/C=C2\C=Nc3ccccc32)sc1=Nc1ccc(C)cc1,-3,2,3,0,0,0,6,3,10,-4
Cc1ccc(-n2nc3c(c2NC(=O)c2ccco2)CS(=O)C3)c(C)c1 (centres undefined),2,12,2,3,1,-1,5,0,2,4
O=C(COc1ccc(S(=O)(=O)N2CCOCC2)cc1Cl)NCc1ccco1,0,7,-9,-8,-3,-5,-2,-2,-1,-3
CC(=O)Nc1cc(-c2nn(C)c(=O)c3ccccc23)ccc1N1CCCCC1,10,-2,4,-2,-4,-1,-6,0,0,2
CC(C)c1ccccc1,1,3,5,0,-2,4,2,1,-1,0
CCOC(=O)C1=C(CNC(C)(C)CC(C)(C)C)NC(=O)NC1c1cccc([N+](=O)[O-])c1 (centres undefined),-2,-1,-9,9,-4,-9,-8,4,-17,8
COc1ccc(CN2C(=O)C(CC(=O)NCCCN(C)C)CC(C(=O)N3CCCCCC3)=C2C)cc1 (centres undefined),3,7,-1,-2,1,-3,7,-1,nt,-1
Cn1c(SCC(=O)Nc2ccc3c(c2)oc2ccccc23)nnc1-c1ccccc1,-5,-2,-7,1,-2,-4,9,-3,-10,4
CN(CCCOC(=O)c1cccs1)C1CN(Cc2cn(Cc3ccccc3Cl)nn2)S(=O)(=O)C1 (centres undefined),nt,-2,-2,2,3,-5,3,4,nt,1
CC(=O)Nc1c(O)c2cccc3c2n(c1=O)CCC3,2,5,5,8,3,0,-2,1,8,2
CN(Cc1ccc(C(F)(F)F)cc1)C(=O)[C@H]1O[C@@H](n2cnc3c(N)ncnc32)[C@H](O)[C@@H]1O,-5,3,81*,4,6,4,0,0,nt,4
Cc1ccc(SCC(=O)NC(=O)Nc2ccc3c(c2)OCCO3)c(C)c1,-7,7,-1,4,1,-2,-2,11,6,2

# Carrying on.
SMILES,TCR CD3 inh,ABHD4 inh,SIAE inh,PRMT1 FP inh,GC-A act,GC-B act,rCAG binder,UHRF1 binding,HTRA1 inh,MBD2 DNA inh
O=C(CN1C(=O)C2(OCCO2)c2cc(Br)ccc21)NO,0,6,15,1,5,5,0,-1,8,-4
O=c1[nH]c2ccccc2cc1CN(Cc1ccco1)S(=O)(=O)c1ccccc1,2,5,-6,1,0,1,2,1,-8,-3
CC(C)Oc1ccc(C(=O)/C=C2/C(=O)Nc3ccccc32)cc1,-7,20,5,7,9,2,14,2,-8,-2
CC1CCN(C(=O)c2ccc(COc3ccccc3Cl)o2)CC1,7,0,-3,1,0,0,-5,3,-6,1
CC(C)CCNC(=O)c1ccc2c(SCC(=O)O)c3c(nc2c1)CCC3,-10,46*,-1,0,1,1,4,7,-10,-1
OC(c1ccc(-c2ccccc2)cc1)c1ncc(-c2ccccc2F)[nH]1 (centres undefined),-5,-12,-9,1,-1,2,3,-2,nt,5
CCOC(=O)Nc1cc(C)ccc1OC,0,-15,-2,4,-4,8,4,2,9,10
CCCS(=O)(=O)N1CCCC(C(=O)NCCCOCC)C1 (centres undefined),-8,-2,0,4,0,5,-1,5,5,2
CCOC(=O)C1=C[C@@H](C(C)C)N(S(=O)(=O)c2ccc(C)cc2)[C@H]1c1ccc(C(C)C)cc1,7,0,10,-1,2,-1,1,-2,nt,2
CC(C)[C@H](NC(N)=O)C(=O)NCCc1ccc(Cl)cc1,6,-2,-3,-3,-2,5,1,-2,4,0
CCCCC(=O)Nc1ccc(Cl)cc1F,2,-7,0,-4,4,-1,2,0,9,0
O=C(CSc1nc2cc3c(cc2c(=O)n1CCC1=CCCCC1)OCO3)NCc1ccco1,-4,9,1,5,-12,-13,2,-2,-4,1
Cc1cc(NC(=O)CSc2nc3ccccc3n2CCC#N)no1,9,-4,-1,-3,-1,0,2,-2,3,-3
CCN(CC)c1ccc(/C=C(/C#N)c2nc3ccccc3[nH]2)c(OC(C)C)c1,-6,21,5,41*,15,18,-22,-6,20,3
O=C(CN1C2CCC1CC(NC(=O)Nc1ccccc1)C2)NCc1ccco1 (centres undefined),3,-4,10,-3,4,-3,-2,-5,5,4
CC(C)OP(=O)(OC(C)C)C(C)NC(=O)Cc1ccccc1 (centres undefined),-3,-2,-6,-4,-4,5,-5,0,-1,1
O=C(Nc1ccccc1Br)c1cc[n+]([O-])cc1,-5,-10,4,-1,4,3,1,1,-15,-7
Cc1ccc(/C=C/C(=O)O)cc1S(=O)(=O)NCCCO,11,10,-5,0,3,1,-1,0,2,-2
CC(Oc1cccc(Cl)c1)C(=O)NCCCCc1ccccc1 (centres undefined),8,-11,-2,2,-1,3,-6,3,-4,-1
Cc1ccc(S(=O)(=O)N(C)CC(=O)OCc2nnc(-c3ccccc3)o2)cc1,-4,-3,-2,-2,-3,0,0,3,3,-2
O=C(c1ccc(Cl)cc1)C1CCCN(Cc2cccn2-c2cccnc2)C1 (centres undefined),4,-6,3,-3,-8,-3,-6,-2,-13,1
COc1ccc2c(c1)c(=O)c(C(=O)O)c(-c1ccc3c(c1)OCO3)n2C,4,2,-10,0,-2,6,-1,-1,3,0
Cc1cc(C)n2[nH]c(=O)cc2n1,-1,2,2,-1,3,1,1,-3,6,-1
CCN(C(=O)CCNC(=O)Cn1cnc2ccccc2c1=O)c1cccc(Cl)c1,-7,-8,5,2,-2,-1,-2,0,-1,1
CCN1C(=O)[C@H]2[C@@H](c3ccc(C)cc3)N3C(=O)N(c4ccccc4)C(=O)[C@@]3(C)[C@H]2C1=O,-1,10,5,1,-1,-3,0,0,-3,0

# 4 neighbouring records out of the list so far:
SMILES,TCR CD3 inh,ABHD4 inh,SIAE inh,PRMT1 FP inh,GC-A act,GC-B act,rCAG binder,UHRF1 binding,HTRA1 inh,MBD2 DNA inh
CC(C)[C@H](NC(N)=O)C(=O)NCCc1ccc(Cl)cc1,6,-2,-3,-3,-2,5,1,-2,4,0
CCCCC(=O)Nc1ccc(Cl)cc1F,2,-7,0,-4,4,-1,2,0,9,0
O=C(CSc1nc2cc3c(cc2c(=O)n1CCC1=CCCCC1)OCO3)NCc1ccco1,-4,9,1,5,-12,-13,2,-2,-4,1
Cc1cc(NC(=O)CSc2nc3ccccc3n2CCC#N)no1,9,-4,-1,-3,-1,0,2,-2,3,-3

# (list continues)
SMILES,TCR CD3 inh,ABHD4 inh,SIAE inh,PRMT1 FP inh,GC-A act,GC-B act,rCAG binder,UHRF1 binding,HTRA1 inh,MBD2 DNA inh
O=[N+]([O-])c1cc2c(c(CSc3nnc(Nc4ccccc4)s3)c1)OCOC2,5,4,-2,-3,1,-6,4,0,0,-1
Cn1c(SCc2ccccc2Cl)nc2c1c(=O)[nH]c(=O)n2C,-4,-1,-6,-2,4,-5,-1,-1,5,0
COc1cccc(C(=O)NCCSc2c(C)[nH]c3ccccc23)c1OC,1,4,5,0,-4,1,-3,0,-6,-6
O=C1c2ccccc2C(=O)N1CC(O)Cn1nnc2ccccc21 (centres undefined),-4,4,-3,-1,2,-3,-5,1,5,0
CCn1c(SCC(=O)Nc2nccs2)nnc1-c1ccc(C)cc1,6,0,-2,-3,7,-4,-2,0,0,4
CSc1nc2sc(-c3ccccc3)cc2c(=O)n1N,-1,-8,-3,-1,-3,-11,2,3,-3,6
CC(=O)N1CCCc2cc(S(=O)(=O)CCC(=O)Nc3cccc(C)c3C)ccc21,5,-5,3,2,6,-3,-2,0,-6,-7
COc1ccc(CN(C)C(=O)[C@H]2O[C@@H](n3ccc(=O)[nH]c3=O)[C@H](O)[C@@H]2O)cc1OC,2,-2,4,4,1,-5,1,1,nt,-3
O=C(Nc1ccc(Br)cc1)OC1CC2CC1[C@H]1CCCCN1[C@H]2Cc1ccccc1 (some centres undefined),nt,-4,-1,-8,-2,1,7,0,nt,-1
Cn1nnnc1SCC(=O)Nc1ccccc1C(=O)NC1CC1,-4,-9,3,3,3,5,5,4,1,2
C=CCn1c(CCNC(=O)c2cccs2)n[nH]c1=S,-4,4,1,-2,0,5,-3,0,5,5
CC(C)CN1C(=O)C[C@]2(C(=O)N(C)c3ccc(NS(=O)(=O)C4CC4)cc32)C1c1ccccc1 (some centres undefined),nt,0,-16,-9,0,-8,1,5,nt,-3
COc1cc(NC(=O)c2cc(OC)c(OC)c(OC)c2)cc(-n2cnnn2)c1,-5,-6,-3,1,0,0,1,-3,-3,2
O=C(COc1ccc([N+](=O)[O-])cc1)Nc1ccc2c(c1)nc1n2CCOC1,-3,-5,11,0,3,-7,-2,0,0,1
CCC(=O)N(C)C(c1ccccc1Cl)c1nnnn1-c1c(C)cccc1C (centres undefined),9,0,2,-5,-2,-14,-7,-1,9,-3
CN(CC(=O)Nc1ccccc1Cl)C(=O)COC(=O)c1cc([N+](=O)[O-])ccc1N1CCOCC1,-4,1,12,-5,2,3,-2,-2,-3,-3
COc1ccc(NC(=O)CSc2n[nH]c(C(C)C)n2)c([N+](=O)[O-])c1,-5,0,7,-1,1,2,1,-4,-2,-2
O=C(CN1C(=O)C2(OCCCO2)c2ccccc21)NCCc1ccccc1,7,2,-1,-1,5,-1,-3,10,-2,2
CC(C)c1ccc(/C=N/NC(=O)CCNC(=O)c2ccccc2)cc1,7,-1,4,-2,5,-7,-1,-1,4,2
O=C(CN1CCN(c2ccc([N+](=O)[O-])cc2)CC1)Nc1ccccn1,2,0,-1,1,-4,-5,-4,-3,-1,-4
O=C(NCc1ccc2c3c(cccc13)C(=O)N2)c1cccs1,-8,0,-1,3,-5,-2,2,-4,-7,-3
CCO[C@H]1OC(C(=O)Nc2ccccc2)=C[C@@H](c2coc3ccccc3c2=O)[C@@H]1CCCO,1,-3,-1,1,2,4,-7,1,-21,0
Cc1cccc(NC(=O)C2CCN(S(=O)(=O)c3ccc4c(c3)OCCO4)CC2)n1,6,2,-1,-1,-2,-3,-3,1,-7,2

# Only part of the results is shown; count on the stated rates, not on these rows.
